Screening results: PubChem, several laboratories
GSK3beta inhib: human GSK3beta kinase inhibition; P49841; GST-GSK3beta kinase, ADP-Glo luminescence, 60 min; hits give low values; activity score (negative = inhibition), % at 10 µM; hit rate 0.038% among 300,000; AID 2097;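 active = more than half of replicate wells score below -50%, meaning over 50% inhibition versus plate controls; inconclusive = some replicates but at most half score below -50%; inactive = no replicate scores below -50%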;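 also: 0% = median DMSO wells and -100% = median GW8510 positive control wells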
Target sequence (P49841 whole entry, looked up): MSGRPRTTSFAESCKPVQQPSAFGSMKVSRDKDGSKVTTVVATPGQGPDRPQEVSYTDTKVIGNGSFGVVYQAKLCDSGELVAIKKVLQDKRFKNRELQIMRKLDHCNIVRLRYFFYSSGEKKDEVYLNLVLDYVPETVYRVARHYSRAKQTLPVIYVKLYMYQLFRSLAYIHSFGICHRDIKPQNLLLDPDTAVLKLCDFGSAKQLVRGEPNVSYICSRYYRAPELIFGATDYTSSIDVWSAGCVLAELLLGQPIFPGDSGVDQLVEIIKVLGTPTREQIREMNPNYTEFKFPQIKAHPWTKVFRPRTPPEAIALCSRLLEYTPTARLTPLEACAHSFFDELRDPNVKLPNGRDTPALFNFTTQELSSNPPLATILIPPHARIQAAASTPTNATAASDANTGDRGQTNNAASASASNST
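Test system: GST-tagged human GSK3beta kinase, cell-free; evaluation: activity score scaled between in-plate DMSO and GW8510 controls; measured by: ADP-Glo luminescence; incubation: 60 min reaction, RT; benchmarks: DMSO and 20 µM GW8510; reagent: peptide substrate plus 25 µM ATP (final); medium: Tris/MgCl2 kinase buffer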
Platelet DG rel: modulates dense granule release in human platelets. inhibition, %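 (compounds screened at 7.5 µM in platelet-rich plasma)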. human platelet-rich plasma, SFLLRN dense granule ATP release, luminescence. hit rate 0.22% among 300,000;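 active = mean replicate score, as percent of positive control, at or above 50; inconclusive = mean below 50 but at least one replicate at or above 50; inactive = mean and every replicate below 50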
Dyrk1A ADPGlo: blocks rat Dyrk1A kinase activity; hit rate 0.43% among 310,000; AID 504441; inhibition, % at 12.5 µM; Q63470; ADP-Glo luminescence, NFATc1 peptide; in the data active = inhibition above about 50%;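 also: plate controls were vehicle with enzyme for no effect and no enzyme for full effect; many of its hits are not listed in these tables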
HDAC3 inhib: inhibitors of human histone deacetylase 3. O15379. recombinant HDAC3, fluorogenic peptide/trypsin coupled, fluorescence. inhibition, % at 8.3 µM. hit rate 0.15% among 320,000; in the data active = inhibition above about 26%, passing the limit was not always enough; inconclusive = no clear call, values can overlap the other calls
HSF-1 act: increases HSF-1 driven luciferase reporter signal; NIH3T3-HGL HSF-1 luciferase reporter, MG132, 8 h; 100% = twice DMSO control signal; activation, % at 9 µM; hit rate 1.7% among 300,000;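 active = mean replicate activation of at least 50% with a set share of replicates each reaching 50%; inconclusive = only one of those two conditions met; inactive = mean below 50% and too few replicates reaching it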;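 also: 0% = median of the neutral control wells and 100% = twice that signal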
HSP90 inh: HSP90 refolding inhibition in rabbit reticulocyte lysate | hit rate 0.91% among 290,000 | luciferase refolding luminescence, 3 h | inhibition, % at 5.6 µM;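 active = inhibition above the screen-wide mean plus 3 SD, computed separately per campaign, cut at about 16% in these data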;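 also: 0% = DMSO wells and 100% = 60 µM geldanamycin wells; inhibitors lower the luminescence because luciferase stays unfolded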
PolyA inhibitor: yeast polyadenylation inhibition. S. cerevisiae SKY197-pL101 polyadenylation reporter, beta-gal luminescence; efflux-impaired pdr1/pdr3 knockout yeast; score 100 = 6 SD above DMSO. calls only at 12 µM. hit rate 0.02% among 300,000;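 active = lowest replicate activity score at least 50, where 100 means six control SD above control mean; inconclusive = lowest score under 50 but half or more replicates reach 50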;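 also: yeast exposed to compound for 9 h at 30 °C; higher score means more reporter readthrough which indicates perturbed polyadenylation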
GSK3 alpha inh: human GSK-3 alpha kinase inhibition; P49840; ADP-Glo luminescence, 60 min; inhibition, % at 10 µM; hit rate 0.1% among 320,000; AID 2650;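 in the data active = inhibition above about 50%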;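 also: GST-tagged GSK-3 alpha with peptide substrate and 25 µM ATP; 0% = DMSO neutral wells and 100% = GW8510 positive control wells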
Target sequence (P49840 whole entry, looked up): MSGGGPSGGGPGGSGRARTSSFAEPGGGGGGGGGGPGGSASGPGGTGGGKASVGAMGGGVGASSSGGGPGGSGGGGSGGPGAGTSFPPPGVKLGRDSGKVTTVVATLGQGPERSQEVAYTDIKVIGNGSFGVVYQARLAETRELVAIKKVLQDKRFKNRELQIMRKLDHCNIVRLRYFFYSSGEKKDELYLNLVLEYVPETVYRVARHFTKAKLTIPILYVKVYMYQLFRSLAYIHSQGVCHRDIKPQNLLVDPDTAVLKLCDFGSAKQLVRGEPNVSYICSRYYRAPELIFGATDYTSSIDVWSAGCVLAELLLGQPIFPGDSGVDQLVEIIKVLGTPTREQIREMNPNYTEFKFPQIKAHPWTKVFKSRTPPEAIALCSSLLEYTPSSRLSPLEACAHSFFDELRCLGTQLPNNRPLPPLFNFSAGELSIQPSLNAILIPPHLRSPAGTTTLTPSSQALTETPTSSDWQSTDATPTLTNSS
AI-2 QS modul: modulates the Vibrio harveyi AI-2 quorum sensing system; Vibrio harveyi JMH597 AI-2 luminescence/OD600 ratio, 9 h; hits give low values; strain lacks LuxN and CqsS sensors; 0 = neutral-control median; activity change, % at 7.5 µM; hit rate 0.4% among 300,000; AID 2094; in the data active = activity change below about -75%, passing the limit was not always enough; inconclusive = no clear call, values can overlap the other calls;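 also: luminescence divided by OD600 gain over 9 h not by final OD600 alone; inactives centre near 13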
HSF1 inh: HSF1 inhibition. NIH3T3-HGL HSE-luciferase, MG132-induced, luminescence 8 h; hits give low values. activity change, negative = inhibition, % at 7.5 µM (by protocol). hit rate 0.77% among 300,000;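 active = more than half of replicate wells show activity change below -50%, luminescence cut by over half; inconclusive = some wells, but at most half, below -50%; inactive = no replicate well below -50%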;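 also: luciferase reports HSF-1 transcriptional activity via heat shock element; 0% = median of DMSO wells and -100% = zero luminescence signal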
The depositor's hits bear a star; i = inactive; ? = inconclusive; . = not tested or not shown. Only part of the results is shown; the hit share may differ from the screen's.

SMILES	GSK3beta inhib	Platelet DG rel	Dyrk1A ADPGlo	HDAC3 inhib	HSF-1 act	HSP90 inh	PolyA inhibitor	GSK3 alpha inh	AI-2 QS modul	HSF1 inh
Cc1cc(NC(=O)CSc2nnc(-c3ccc(S(=O)(=O)N4CCCC4)cc3)n2C)no1	0.5	-5.6	-3.1	6.2	2.6	-0.2	i	-0.3	37.5	-1.2
CCCNC(=O)N1C2=NC(C(=O)OC)=C(C(=O)OC)[C@@H]3N(Cc4ccccc4)c4ccccc4[C@]23C[C@H]1CO	0.1	0.9	.	2.8	-5.0	.	i	-3.8	4.4	13.3
Cc1cc(C)c(C)c(C(=O)c2ccccc2C(=O)O)c1C	0.5	7.1	6.8	5.8	0.7	-7.6	i	-4.3	13.0	-1.0
O=S(=O)(NCc1cc(-c2ccccc2)no1)c1ccccc1Cl	0.0	5.6	4.4	-1.9	7.5	-0.6	i	-1.0	-44.4	-1.6
COc1ccc(S(=O)(=O)NCc2cc(=O)n(C)c(=O)n2C)cc1F	-2.3	10.8	2.6	?	7.9	0.5	i	0.0	25.5	-1.1
Cc1nc(NC(=O)/C=C/c2ccccc2)n[nH]1	1.6	2.4	-5.6	4.9	-40.7	-0.3	i	-1.0	-20.6	-34.9
CN1CCc2c(sc(/N=C/c3cccs3)c2C(N)=O)C1	-1.3	14.0	2.4	-15.0	17.0	-5.7	i	9.7	-4.4	4.1
O=C(CN1C(=O)/C(=C/c2cccc(Br)c2)SC1=S)Nc1cccnc1	-1.0	0.8	-0.4	3.5	6.8	3.9	i	0.8	6.5	5.5
CCCOc1ccc(N2C(=O)CC(N(CCc3ccc(OC)cc3)C(=O)c3ccccc3)C2=O)cc1 (stereo not drawn)	4.9	-17.4	7.2	4.6	6.4	4.7	i	-1.1	20.7	7.3
CCn1c(SCC(=O)C(C)(C)C)nnc1-c1ccccc1OC	-0.6	7.5	-6.8	0.4	1.6	3.4	i	-1.7	2.0	-2.6
COc1ccc(CCN2C(=O)C3C4CCC(C4=C(C)C)C3C2=O)cc1OC (stereo not drawn)	-0.4	-10.1	-0.2	8.5	2.4	4.0	i	0.2	1.6	0.2
COc1cccc2cc(C(=O)N3CCC(C)CC3)c(=O)oc12	6.7	12.9	4.8	6.4	-2.2	-0.1	i	.	29.2	3.7
CN(C)C/C=C/C(O)(c1ccccc1)c1ccccc1	-1.9	5.2	6.5	-1.3	16.6	-1.2	i	-2.8	29.3	16.4
CC(=O)c1ccccc1NS(C)(=O)=O	2.0	1.9	-6.0	-1.6	0.5	-2.1	i	-0.9	15.6	-5.9
O=C(CSc1ccccc1C(=O)O)c1ccc([N+](=O)[O-])cc1	-1.2	1.8	-0.8	8.1	8.6	-1.5	i	-1.2	38.9	0.0
O=S(=O)(N/N=C/c1ccc2c(c1)OCCO2)c1ccccc1	-1.0	-7.2	2.5	-3.4	-4.0	-3.2	i	-5.3	4.3	-2.7
COc1ccc(CN2CCN(Cc3cc4ccccc4o3)CC2CCO)cc1C (stereo not drawn)	-1.8	5.2	4.6	-1.1	-6.1	0.5	i	-0.3	-12.6	-7.8
Cc1ccc2nc(N3CCOCC3)c(C=O)c(=O)n2c1	0.9	-3.4	.	12.8	2.3	-4.6	i	-3.6	46.6	-8.8
Cc1cc(C(=O)COC(=O)CC2Sc3ccccc3NC2=O)c(C)n1-c1cccc(C(F)(F)F)c1 (stereo not drawn)	1.6	-7.4	3.4	-0.1	4.3	0.2	i	1.0	17.1	-2.1
O=C(NCc1cccs1)c1cnc2ccccn2c1=O	-3.0	1.9	1.4	0.7	-4.9	3.1	i	-5.4	12.9	-12.5
O=S(=O)(NC1CC1)c1ccccc1	5.2	-1.8	.	0.1	-4.9	-1.8	i	-6.8	7.5	-3.2
CC(C)C[C@H](NC(=O)c1[nH]cnc1C(=O)N[C@H](C)c1ccccc1)C(=O)OC(C)(C)C	-1.7	-2.9	.	14.2	-16.5	8.8	i	-3.5	20.3	-3.4
CCOC(=O)c1sc(NN=C(C(=O)OC)C(=O)OC)c(C(=O)OCC)c1C	3.6	-0.2	1.4	0.9	-1.9	3.6	i	-0.7	6.7	-2.7
COc1ccc(NC(=O)Cn2nc(C)c([N+](=O)[O-])c2C)cn1	-0.2	-0.3	.	8.3	-15.5	-2.4	i	3.8	12.8	-4.7
O=C(COc1ccc(Cl)cc1)Nc1ccc2c(c1)OCO2	3.1	-4.7	-5.4	2.2	-1.7	-0.9	i	-2.8	-1.0	5.0
CCN1CCCC1CNCc1cccc(OC)c1OCc1ccccc1 (stereo not drawn)	-1.6	0.9	-7.0	-3.8	0.6	1.8	i	-0.4	5.0	-7.8
Cc1ccc(C(=O)CSc2ccccc2C(=O)O)cc1	-7.1	8.2	.	-5.5	17.2	23.8*	i	-0.5	53.1	17.7
CCCCCC1CC(CC(=O)O)C(=O)O1 (stereo not drawn)	2.6	-5.0	1.2	-0.8	-17.9	1.0	i	-0.1	46.7	-13.1
Cc1cc(C)cc(NC(=O)C2CCCN(c3ncccn3)C2)c1 (stereo not drawn)	-2.7	-1.9	1.5	1.3	3.2	-4.2	i	-2.5	31.0	-5.0
COc1ccc(CCNC(=O)/C(C#N)=C/c2ccc(OCC(=O)NCC3CCCO3)cc2)cc1OC (stereo not drawn)	1.9	8.0	0.3	3.0	11.6	1.1	i	-4.7	18.5	-0.3
CC(=O)N(CCc1ccccc1)Cc1cc2cc(C)ccc2[nH]c1=O	5.1	-0.7	-3.4	-5.1	14.2	-2.9	i	-1.9	22.7	2.2
CC(C)NC(=S)Nc1c(N)[nH]c(=O)[nH]c1=O	1.3	-2.7	0.6	1.4	-1.5	-0.5	i	-0.9	10.9	4.7
CCCCC(=O)NC1(C(F)(F)F)C(=O)Nc2c1c(=O)n(C)c(=O)n2C (stereo not drawn)	-0.8	12.1	4.2	6.4	7.4	-2.9	i	0.2	2.6	2.9
Cc1ccc(NC(=O)c2oc3ccc(S(=O)(=O)N4CCC5(CC4)OCCO5)cc3c2C)cc1C	0.9	6.6	-4.9	0.2	-1.2	2.2	i	-3.2	17.9	-5.0
Cc1cc(C)n2nc(SCc3cccc(F)c3)nc2n1	1.1	12.9	8.7	-7.9	9.7	-0.1	i	1.4	22.2	6.0
CC(=O)c1ccc(N2CCN(C(=O)C3CCN(S(=O)(=O)Cc4ccccc4)CC3)CC2)cc1	-1.4	5.2	-3.5	6.1	-3.9	1.4	i	-0.7	13.9	13.3
CC(C)NC(=O)CN1C(=O)C(C)(C)Oc2ccc(C(=O)NC3CCCCC3)cc21	1.6	1.0	-1.5	-0.5	-2.5	-0.3	i	-1.2	7.4	1.2
Cc1ccc(NC(=O)C2CC(=O)N/C(=N/N=C/c3ccco3)S2)cc1C (stereo not drawn)	-0.2	-32.9	.	-0.1	40.7	0.8	i	2.1	1.2	-2.6
C=CCOn1c(=O)c(-c2ccc(Cl)cc2)[n+]([O-])c2ccccc21	4.1	2.5	-2.8	.	7.4	-0.8	i	.	14.5	-8.3
Cc1ccc(S(=O)(=O)N(C)c2ccc(OCC(=O)N3CCCC(C(F)(F)F)C3)cc2)cc1 (stereo not drawn)	-2.6	-2.4	.	?	14.9	.	i	0.9	-4.6	1.5
CCN(CC)S(=O)(=O)c1ccc(NS(=O)(=O)CC23CCC(CC2=O)C3(C)C)cc1 (stereo not drawn)	0.2	-1.8	-3.8	-2.9	-5.4	-3.0	i	-1.8	33.0	-3.5
COCCn1c(SCC(=O)NC2CC2)nnc1-c1ccco1	-1.8	-3.7	-6.3	2.2	-22.0	1.6	i	-3.9	-0.2	-9.9
COc1ccc(C(=O)Nc2nc(C)cc(C)n2)cc1[N+](=O)[O-]	2.8	-0.3	-7.7	-0.7	-2.2	6.5	i	-1.5	14.0	-5.1
CSc1nnc2c3c4c(sc3nc(-n3nc(C)cc3C)n12)COC(C)(C)C4	0.8	10.1	2.9	.	-3.7	-3.0	i	.	10.5	-2.7
CC(C)NC(=O)CSCc1c(Cl)cccc1Cl	-0.6	.	-1.9	-0.1	-12.0	-4.9	i	-2.8	11.4	4.2
COc1cccc(OC)c1C(=O)NC(=S)Nc1cc(-c2nc3ccccc3[nH]2)ccc1Cl	1.4	-2.2	-7.2	-0.8	-18.6	-0.3	i	0.3	53.3	-4.8
CC(C)c1nnc(NC(=O)CSc2nnc(-c3ccco3)o2)s1	0.7	8.2	-2.9	-2.2	3.7	-3.4	i	-1.0	21.0	-2.6
COc1ccc(C(=O)CN2CCN(c3ccc(F)cc3)CC2)cc1OC	-1.6	1.1	8.2	3.2	14.3	-1.4	i	-5.3	-12.7	3.1
Cc1cccc(NC2SC(=O)N(CC(=O)O)C2=O)c1 (stereo not drawn)	-0.9	-6.2	-2.5	-0.1	.	-0.9	i	-0.1	12.9	.
S=C(Nc1ccccc1)N(CCN1CCOCC1)Cc1cccc(Cl)c1	4.5	10.9	-9.0	5.7	4.3	-4.6	i	-1.8	5.6	2.9
C=CCn1c(SCC(=O)Nc2ccccc2CC)nnc1-c1ccncc1	-0.7	-1.7	-1.8	3.0	-4.2	3.5	i	-2.7	11.7	-0.5
Cc1cc(-c2ccccc2)nc(SC(C(=O)O)c2ccccc2)n1 (stereo not drawn)	2.1	2.8	-2.4	2.8	-3.4	1.5	i	-5.8	24.1	-1.0
CC(=O)c1ccc(NC(=O)C(C)OC(=O)c2ccc3c(c2)nc(C)n3-c2ccccc2)cc1 (stereo not drawn)	-3.9	4.7	13.1	6.9	17.9	0.8	i	-1.9	18.6	7.7
O=C(CSc1ccc(C(F)(F)F)cc1[N+](=O)[O-])N1CCOCC1	1.6	-3.0	6.6	0.1	-10.6	0.1	i	.	15.1	0.3
O=S(=O)(NCC(c1cccnc1)N1CCN(c2ccc(F)cc2)CC1)c1ccc(F)cc1 (stereo not drawn)	3.2	-2.0	1.4	.	4.0	-1.3	i	0.2	1.7	-2.0
O=[N+]([O-])c1ccc2nc(NCCCO)nc(-c3ccccc3)c2c1	-2.9	3.1	10.7	-4.2	-6.2	1.0	i	0.7	36.7	2.1
O=C(Nc1cccc([N+](=O)[O-])c1)C12CC3CC(C1)CC(n1cnc([N+](=O)[O-])n1)(C3)C2	2.2	-10.4	0.7	1.8	-2.0	0.3	i	-0.5	11.8	-5.2
